Bioassay records: PubChem, several laboratories
AHR act – activators of human aryl hydrocarbon receptor; P35869; AHR-responsive luciferase reporter cells, luminescence; activation, % at 5 µM; 320,000 compounds, 2.5% hits; AID 2796; in the data active = activation above about 47%;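 also: 0% = vehicle wells and 100% = reference agonist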
Fam108B counter – blocks mouse Fam108B hydrolase in RBBP9 counter-screen; AID 1947; recombinant Fam108B, FP-Rh probe fluorescence polarization; 300,000 compounds, 0.33% hits; inhibition, % at 9.51 µM;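 active = inhibition above the screen mean inhibition plus 3 SD, computed separately per campaign, cut at about 18% in these data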;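 also: inhibitors lower polarization as less probe binds the enzyme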
PAFAH1B2 FP inh – PAFAH1B2 (human) inhibition | P68402 | recombinant PAFAH1B2, FP-rhodamine activity probe, fluorescence polarization | inhibition, % at 3.39 µM | 340,000 compounds, 1.2% hits;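 active = inhibition above the mean of all tested compounds plus 3 SD, cut at about 24% in these data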;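 also: 0% = enzyme with DMSO and 100% = wells lacking PAFAH1B2; many of its hits are not listed in these tables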
Target sequence (P68402 whole entry, looked up): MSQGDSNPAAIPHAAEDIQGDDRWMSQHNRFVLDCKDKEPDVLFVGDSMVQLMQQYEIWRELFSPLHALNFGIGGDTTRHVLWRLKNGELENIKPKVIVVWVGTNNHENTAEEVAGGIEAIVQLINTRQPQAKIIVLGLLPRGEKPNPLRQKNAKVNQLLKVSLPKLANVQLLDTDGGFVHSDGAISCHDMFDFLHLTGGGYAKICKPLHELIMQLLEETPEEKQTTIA
GLD-1 RNA inh – GLD-1-TGE RNA interaction inhibition (C. elegans) | Q17339 | purified GLD-1 + fluorescein TGE RNA, fluorescence polarization | inhibition, % at 5.96 µM | 320,000 compounds, 0.44% hits | AID 2280;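 active = percent inhibition above a per-plate cutoff, the plate mean of test compounds plus 3 SD, cut at about 30% in these data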;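 also: 0% = DMSO wells with GLD-1 and probe and 100% = wells lacking GLD-1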
Bcl-xL primary – Bcl-xL (human) inhibition; Q07817; inhibition, % at 10.9 µM; GST-Bcl-xL / FITC-Bim BH3 peptide fluorescence polarization; 320,000 compounds, 0.7% hits;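 active = inhibition above the mean of all tested compounds plus 3 SD, cutoff set per campaign, cut at about 30% in these data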;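 also: 0% = DMSO wells and 100% = unlabeled Bim-BH3 peptide competitor; inhibitors lower millipolarization by displacing the labeled peptide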
Target sequence (Q07817 whole entry, looked up): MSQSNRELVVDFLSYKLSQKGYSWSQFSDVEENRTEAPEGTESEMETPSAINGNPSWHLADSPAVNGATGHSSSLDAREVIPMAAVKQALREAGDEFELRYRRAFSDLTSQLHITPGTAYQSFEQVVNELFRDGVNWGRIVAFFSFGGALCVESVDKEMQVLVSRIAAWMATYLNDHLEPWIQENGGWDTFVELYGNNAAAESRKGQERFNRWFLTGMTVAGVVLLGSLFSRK
MEX-5 binding – C. elegans MEX-5 TCR-2 RNA binding activity; 300,000 compounds, 0.38% hits; MEX-5/FITC-TCR2 RNA binding, fluorescence polarization; hits give low values; activity score (negative = inhibition of binding), % at 10 µM; Q9XUB2;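 active = inhibition past about -25% in most replicates, and total fluorescence under double the plate's negative control median, limit read from the data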;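 also: 0% = DMSO and -100% = 5 µM competing unlabeled TCR2 RNA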
PME-1 primary – PME-1 (human) inhibition; Q9Y570; recombinant PME-1, FP-Rh probe fluorescence polarization; inhibition, % at 5.9 µM; 320,000 compounds, 0.53% hits;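 active = inhibition above the campaign mean of all compounds plus 3 SD, cut at about 26% in these data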;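 also: competitive labeling of PME-1 active site by serine hydrolase directed probe; 0% = PME-1 with DMSO and 100% = wells lacking PME-1 enzyme; inhibitors block probe labeling so polarization falls and inhibition rises; many of its hits are not listed in these tables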
Target sequence (Q9Y570 whole entry, looked up): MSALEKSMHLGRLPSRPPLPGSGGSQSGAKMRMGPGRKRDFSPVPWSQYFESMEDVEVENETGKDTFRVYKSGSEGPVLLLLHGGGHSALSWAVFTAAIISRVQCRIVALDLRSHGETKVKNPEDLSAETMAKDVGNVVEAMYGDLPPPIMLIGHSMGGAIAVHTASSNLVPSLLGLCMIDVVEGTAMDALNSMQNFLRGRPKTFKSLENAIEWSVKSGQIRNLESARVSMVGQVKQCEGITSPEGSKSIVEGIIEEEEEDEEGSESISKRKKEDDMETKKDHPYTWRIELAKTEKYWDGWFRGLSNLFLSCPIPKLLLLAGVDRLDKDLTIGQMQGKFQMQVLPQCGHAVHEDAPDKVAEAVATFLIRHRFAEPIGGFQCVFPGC
MCL1-BIM inh – MCL1-BIM-BH3 interaction inhibition (human); Q07820; GST-MCL1 / FITC-Bim-BH3 fluorescence polarization; inhibition, % at 10.9 µM; 320,000 compounds, 0.68% hits; AID 2057;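 active = inhibition above the mean inhibition of all tested compounds plus 3 SD, set per campaign, cut at about 40% in these data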;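 also: 0% = DMSO wells and 100% = unlabeled Bim-BH3 peptide control; higher means more loss of mP so more displacement of Bim peptide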
pPAFAH inh – inhibitors of human plasma PAF acetylhydrolase (pPAFAH). Q13093. inhibition, % at 3.39 µM. AID 463082. recombinant pPAFAH, FP-rhodamine probe fluorescence polarization. 330,000 compounds, 1.5% hits;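 active = inhibition above the mean inhibition across the screen plus 3 SD, cut at about 25% in these data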;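 also: inhibitors block binding of the rhodamine activity-based probe so polarization drops; 0% = enzyme with DMSO and 100% = wells lacking pPAFAH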
An asterisk follows results filed as active; . = no result given; & = joins results of further samples. A portion of the library (hit frequency here may not be typical).

SMILES	AHR act	Fam108B counter	PAFAH1B2 FP inh	GLD-1 RNA inh	Bcl-xL primary	MEX-5 binding	PME-1 primary	MCL1-BIM inh	pPAFAH inh
O=c1c2ccccc2nnn1CSc1nnc(C2COc3ccccc3O2)n1-c1ccccc1 (stereo unspecified)	0	-3	3	1	-1	3.5	9	0	0
CC1(C)SC(=S)N(/N=C/c2ccccc2)C1N(O)C(=O)Nc1ccc([N+](=O)[O-])cc1 (stereo unspecified)	3	2	4	2	5	0.6	-4	5	-9
O=C(NC1CCCCCC1)c1cccc(COCC(F)(F)F)c1	3	-3	1	-4	4	1.1	2	4	8
CC(C)c1ccc(OCC(O)CN2CCN(c3ccccc3)CC2)cc1 (stereo unspecified)	2	-4	5&7	2	2	0.9	-2	-1	9
Nc1c(-c2cccc(Cl)c2)cnc2c(-c3ccccc3)cnn12	2	-1	5	-4	-4	-3.8	-4	5	-6
O=C(NCCc1c[nH]c2ccccc12)C(=O)NCC1CCCO1 (stereo unspecified)	2	-6	4	7	4	-0.2	5	-1	1
CCOc1[nH]n(-c2ccc(Cl)cc2)c(=O)c1C=NCC(=O)OC	2	-2	5	7	5	-1.2	3	10	8
Cc1ccccc1NC(=O)Cn1c([N+](=O)[O-])cnc1C	-4	6	3	1	1	1.1	-2	2	0
CN1/C(=C\C(=O)Nc2ccc(Br)cc2)C(C)(C)c2ccccc21	13	9	3	-1	6	0.1	11	4	11
O=C(Nc1ccccc1N1CCOCC1)c1ccc(Cl)c(S(=O)(=O)N2CCCC2)c1	0	.	1	-1	2	.	3	-1	6
CC(NC(=O)COC(=O)c1cc(S(=O)(=O)N2CCOCC2)ccc1F)c1ccccc1 (stereo unspecified)	-2	.	7	1	.	.	.	.	-3
CCN(CC)S(=O)(=O)c1cccc(C(=O)N[C@@H](C)c2nc3ccccc3[nH]2)c1	0	2	.	3	0	2.0	0	4	3
COc1cc(Cl)c(C)cc1NC(=O)CSc1ccc(C)cc1	2	-2	34*	7	4	4.7	-3	2	0
CNC[C@H]1Oc2ccc(NC(=O)Cc3cn(C)c4ccccc34)cc2CC(=O)N([C@@H](C)CO)C[C@H]1C	19	.	-2	-17	.	.	.	.	6
Cc1onc(-c2c(F)cccc2Cl)c1C(=O)Nc1cccc(S(=O)(=O)NCc2ccco2)c1	4	-6	4	-3	1	-2.2	4	-9	3
CCOc1ccc(C2N(c3ccc(OC)cc3)C(=O)C3CCCN32)cc1OC (stereo unspecified)	-1	1	9	0	2	1.3	6	5	4
O=C(NCc1ccc(F)cc1)C(=O)NCC1OCCCN1S(=O)(=O)c1cccs1 (stereo unspecified)	-1	1	30*	1	6	0.9	-1	8	7
COCCCNC(=O)c1ccccc1C(F)(F)F	0	5	4	7	0	-1.3	2	2	-1
CC(C)(C)C(=O)/C=C/Nc1ccccc1O	9	3	8	6	4	1.8	0	3	2
O=C(c1ccc(N2CCN(C(=O)c3ccccc3)CC2)cc1)c1cccc(F)c1	0	0	-1	-3	4	0.5	-1	-1	8
COC(=O)C(CC(C)C)NC(=O)/C=C/c1ccccc1Cl (stereo unspecified)	-2	-2	6	8	6	1.5	7	9	5
O=C(CCNC(=O)c1ccc(Br)cc1)NNC(=O)c1ccccc1	1	.	0	1	.	.	.	.	4
CC(C)C(NC(=O)c1ccccc1F)C(=O)NCc1ccc(F)cc1 (stereo unspecified)	-1	0	7	8	-4	1.8	6	-18	6
Cc1c(NC(=S)NC(=O)c2ccc(Br)o2)c(=O)n(-c2ccccc2)n1C	4	2	3	-5	0	0.0	-3	3	4
Cc1ccc(NC(=O)C(C)c2cccc(C(=O)c3ccccc3)c2)cc1 (stereo unspecified)	2	0	-5	2	2	0.9	3	5	8
CN(c1ccccc1)S(=O)(=O)c1ccc(Cl)c(C(=O)NCC(c2ccco2)N2CCCC2)c1 (stereo unspecified)	0	.	2	2	3	.	1	8	4
O=C(c1ccccc1C(F)(F)F)N1CCN(S(=O)(=O)c2ccccc2)CC1	7	0	5	9	-2	-3.7	-1	-5	1
CCCOC(=O)CSc1nnc(-c2ccccc2Cl)o1	1	1	2	-4	0	2.7	2	6	0
CN(C)CCCN1c2ccc([N+](=O)[O-])cc2CCc2cc([N+](=O)[O-])ccc21	2	3	0	-2	-6	-5.5	2	-13	-1
CSCCC(NS(=O)(=O)c1ccccc1F)C(=O)N1CC=C(c2ccccc2)CC1 (stereo unspecified)	1	1	4	2	1	1.9	-5	2	9
c1ccc(CCc2nn3c(Cc4ccccc4)nnc3s2)cc1	4	0	8	4	4	-2.7	5	10	3
CN(CC(=O)Nc1ccccc1C(F)(F)F)C(=O)CC1OC(=O)c2ccccc21 (stereo unspecified)	16	-1	-4	6	10	-2.0	-6	7	-4
COc1ccc(C(=O)Nc2ccc(OCc3ccccc3)cc2)cc1[N+](=O)[O-]	-3	-2	8	1	-1	2.0	-3	0	5
COc1ccc(NC(=O)Cn2nnc(C(=O)NCc3cccs3)c2N)cc1Cl	3	-6	2	1	-2	0.4	-1	-2	7
O=C(CCN1C(=O)COc2ccccc21)NCCCN1CCN(c2ccc(F)cc2)CC1	-1	0	11	-3	5	-0.8	11	0	2
Cc1sc2ncnc(N3CCC(C(=O)NNC(=O)c4ccc(F)cc4)CC3)c2c1C	4	-2	-2	0	-11	1.1	1	-17	15
COc1ccc(N2C(=O)S[C@@H]3CS(=O)(=O)C[C@@H]32)cc1	-1	4	1	-2	2	-1.0	6	17	2
O=C(CCN1C(=O)c2ccccc2S1(=O)=O)Nc1ccc(C(=O)O)cc1	-2	-3	4	0	1	-3.8	-3	2	0
CC1CC(C)CN(C(=O)C2CCN(S(=O)(=O)c3c(Cl)cccc3Cl)CC2)C1 (stereo unspecified)	-1	1	-4	2	-2	1.2	2	-1	7
CCc1cccc(N=c2c([N+](=O)[O-])nn(-c3ccc(Cl)cc3)n2O)c1	24	4	3	5	1	1.9	8	4	6
Cc1cc(C)c(NC(=O)COC(=O)c2nc3nccc(C)n3n2)c(Cl)c1	0	.	2	5	9	.	1	5	2
CC1SCC(=O)N(CC(=O)NC2CCCCC2)C1=O (stereo unspecified)	-1	-1	1	-6	1	-0.2	-5	0	-6
CC(=O)Oc1ccc(-c2nc3ccccc3c(=O)o2)cc1	-1	-2	3	-6	1	0.8	-9	4	-1
O=C(NCc1ccccc1)C(=O)NCC1OCCN1C(=O)c1cccs1 (stereo unspecified)	-3	-7	4	1	4	-1.3	5	13	5
CCOc1ccc2oc(C(=O)Nc3ccc4c(c3)OCO4)c(C)c2c1	83*	-1	7	-1	-3	-1.5	7	-14	9
CCOC(=O)c1cc(-c2cccnc2)nn1-c1ccccc1	0	-1	1	1	11	-1.1	-2	7	-1
CCOc1ccc(-c2cc(C(=O)NN3CCN(C)CC3)c3cc(Cl)ccc3n2)cc1	1	-4	.	1	-2	-6.1	-1	4	2
O=C(COC(=O)C1CC(=O)N(Cc2ccco2)C1)c1ccc(OC(=O)c2ccccc2)cc1 (stereo unspecified)	10	4	-4	2	-4	1.7	-3	-1	5
COc1ccccc1C(=O)NCC(=O)N1CC=C(c2ccccc2)CC1	-4	.	9	5	5	.	5	2	-1
O=C(O)CC(c1ccc(Cl)cc1)n1cccc1 (stereo unspecified)	2	5	20	-3	8	-2.5	2	4	8
Next part
SMILES	AHR act	Fam108B counter	PAFAH1B2 FP inh	GLD-1 RNA inh	Bcl-xL primary	MEX-5 binding	PME-1 primary	MCL1-BIM inh	pPAFAH inh
CCOC(=O)CSc1nnc(NC(=O)CN2CCCCC2)s1	2	-2	-6	-3	6	0.3	-1	8	9
Nc1c(C(=O)Nc2ccc3c(c2)OCCO3)nnn1Cc1cccc(Cl)c1	12	6	5	8	4	1.9	-2	-2	10
COc1ccc(OC)c(N(CC(=O)N2CCCC2)S(=O)(=O)c2ccccc2)c1	-1	2	1	-1	-1	1.1	1	-7	-4
CCOc1ccc(C(CC(=O)O)NC(=O)Cc2ccc(Cl)cc2)cc1 (stereo unspecified)	0	-2	6	1	9	-3.6	1	6	1
NC(=O)c1ccccc1NC(=O)c1cccc(C(=O)Nc2ccccc2C(N)=O)n1	5	-14	.	-3	7	1.1	7	5	2
CC12CC3CC(C)(C1)CC(CN)(C3)C2	0	-5	2	12	5	-1.2	1	8	6
COCCCN(CC(=O)O)S(=O)(=O)c1ccccc1	17	-1	2	-8	2	0.4	-1	1	-2
COc1ccccc1N1CCN(Cc2cn[nH]c2-c2ccc(F)cc2)CC1	-1	2	3	10	3	1.9	4	1	4
O=C(N/N=C/c1c[nH]c2ccccc12)c1ccc([N+](=O)[O-])cc1Cl	17	15	4	3	8	0.3	26*	5	13
O=C(NCC(c1cccnc1)N1CCN(c2ccccc2)CC1)C1CCCCC1 (stereo unspecified)	-1	2	5	12	-2	0.9	1	-7	2
COC(=O)c1cc(/C=C/c2ccccc2)on1	-1	1	1	0	3	0.8	-7	-6	4
CN1CCN(c2ccc(Cl)cc2NC(=O)/C=C/c2cccc(F)c2)CC1	11	-6	5	-2	-1	3.8	2	2	-1
C=CCOc1ccc(C=Nc2ccc(C)c(Cl)c2)c(O)c1	3	2	4	-3	4	5.1	3	-2	2
CC1Oc2ccccc2N(CC(=O)NC2CCCC2)C1=O (stereo unspecified)	1	2	3	-4	5	1.8	-5	9	-1
CCc1cccc(C)c1N=Cc1c(O)c2ccccc2oc1=O	3	-1	0	-8	4	0.9	-2	1	11
CN(c1ccccc1C(=O)Nc1ccc(S(=O)(=O)N2CCCCC2)cc1)S(C)(=O)=O	-2	0	12	4	-6	0.4	-8	-8	3
COC(=O)[C@@H]1C[C@@H]2CC[C@@H](O)C[C@@H]2N1Cc1ccc(C(F)(F)F)cc1	2	-4	1	3	-2	1.5	-3	-4	5
N=c1n(CCO)c2ccccc2n1CCOc1ccc(Cl)cc1Cl	6	-1	-5	-10	1	-0.7	-4	0	2
O=c1c2ccccc2[nH]c2ccc(O)cc12	12	8	10	108*	74*	-5.9	-4	89*	29*
O=C(Nc1ccccn1)c1cccc(S(=O)(=O)N2CCCc3ccccc32)c1	10	.	2	4	-2	.	2	4	2
Cc1ccccc1OCCCC(=O)Nc1ccc(Br)cc1	-1	1	5	-3	3	-0.8	-9	10	2
CC1(NC(=O)Cc2ccc(Cl)c(Cl)c2)CCS(=O)(=O)C1 (stereo unspecified)	2	.	2	4	-7	.	3	-10	-1
CCOc1cc(N2CCOCC2)c(OCC)cc1NC(=O)c1ccc(S(=O)(=O)N(C)C)cc1	3	-5	5	1	-1	2.7	-5	1	-6
COC(=O)C(CC(C(=O)OC)C(=O)OC)C(=O)OC	-1	5	4	6	-3	.	-13	-4	-2
Cc1c(CCC(=O)N[C@@H](C)C(=O)O)c(=O)oc2c(C)c3oc4c(c3cc12)CCCC4	0	-2	1	6	4	0.5	-4	-5	7
CC(Sc1nnnn1-c1ccc(O)cc1)C(=O)NNC(=O)c1ccc(F)cc1 (stereo unspecified)	0	.	9	-8	0	.	4	-4	-1
COc1ccc(N(CC(=O)NCc2ccccc2OC)S(=O)(=O)c2ccccc2)cc1	12	1	9	3	1	-2.7	2	7	-3
COc1cc2ccccc2cc1C(=O)Nc1ccc(C)cn1	34	-2	1	5	4	1.7	-1	4	1
